EPAC2 antagonist: EPAC2 (human) antagonism | Q8WZA2 | EPAC2 GEF exchange of Rap1B-BODIPY-GDP, fluorescence | Potency, µM (highest dose often 114 µM), for inactives: at the top dose activity, negative = inhibition, usual class: inhibitors | 0.18% of 360,000 active | AID 720708; note: potency is the fitted concentration of half-maximal effect; % is set by controls: 0 for no effect and ±100 for the full control effect; nearly all actives have a fitted effect of over 45% in size; many of its hits are not listed in these tables
Target sequence (Q8WZA2 whole entry, looked up): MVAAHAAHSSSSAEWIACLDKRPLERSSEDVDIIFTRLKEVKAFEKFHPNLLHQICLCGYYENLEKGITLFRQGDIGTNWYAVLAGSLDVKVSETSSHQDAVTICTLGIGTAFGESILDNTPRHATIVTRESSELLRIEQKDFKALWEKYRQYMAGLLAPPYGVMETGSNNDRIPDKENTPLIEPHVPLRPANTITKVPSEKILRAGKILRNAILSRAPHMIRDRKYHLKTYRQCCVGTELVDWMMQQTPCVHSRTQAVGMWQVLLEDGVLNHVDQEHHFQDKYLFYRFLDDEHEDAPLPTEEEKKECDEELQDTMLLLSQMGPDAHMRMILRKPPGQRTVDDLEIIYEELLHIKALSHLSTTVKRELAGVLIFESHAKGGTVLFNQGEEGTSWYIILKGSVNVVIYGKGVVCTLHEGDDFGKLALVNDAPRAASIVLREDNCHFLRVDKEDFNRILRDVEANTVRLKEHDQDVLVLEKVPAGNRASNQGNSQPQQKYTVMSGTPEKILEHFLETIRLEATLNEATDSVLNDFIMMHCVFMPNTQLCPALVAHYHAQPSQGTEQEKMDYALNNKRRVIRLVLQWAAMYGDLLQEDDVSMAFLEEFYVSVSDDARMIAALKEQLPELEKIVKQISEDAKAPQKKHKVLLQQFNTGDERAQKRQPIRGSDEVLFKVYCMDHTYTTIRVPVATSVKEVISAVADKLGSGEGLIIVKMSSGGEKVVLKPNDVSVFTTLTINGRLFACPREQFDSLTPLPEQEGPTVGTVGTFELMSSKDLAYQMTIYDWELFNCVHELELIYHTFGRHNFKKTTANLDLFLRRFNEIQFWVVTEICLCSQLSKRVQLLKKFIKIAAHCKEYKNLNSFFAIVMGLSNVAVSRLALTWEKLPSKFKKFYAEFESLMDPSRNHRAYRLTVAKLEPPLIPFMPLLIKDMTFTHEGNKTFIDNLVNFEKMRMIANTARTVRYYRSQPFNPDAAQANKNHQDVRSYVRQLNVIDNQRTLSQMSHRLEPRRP
DRD3 antagonist: antagonists of human D3 dopamine receptor; P35462; D3R cells, DiscoveRx beta-arrestin luminescence, antagonist mode; active compounds read low; max response, negative = inhibition, %; 2.5% of 360,000 active; AID 652054; in the data active = max response below about -50%; inconclusive = no clear call, values can overlap the other calls; note: % is set by controls: 0 for no effect and ±100 for the full control effect; mostly tested at two doses, the higher about 12 µM
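Cells expressing the human receptor were seeded at 1500 cells/well, incubated overnight at 37 degrees C in 5% CO2, then exposed to library compounds with dopamine controls for 90 minutes at 37 degrees C before luminescent detection.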
D3 ag: activates the human D3 dopamine receptor | D3R DiscoveRx beta-arrestin cells, luminescence, 90 min | max activation, % | 0.58% of 410,000 active | AID 652048; in the data active = max activation above about 30%; note: 0% is about no effect; mostly tested at two doses, the higher about 12 µM
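Agonist-mode cell screen: cells plated at 1500/well and incubated overnight at 37 °C, then exposed to library compounds for 90 min at 37 °C. Detection reagent was added for 30–60 min at room temperature, and luminescence was read.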
EPAC2 ag: agonists of human EPAC2 (RAPGEF4); Q8WZA2; EPAC2 activation, biochemical qHTS; response scale: 100% = 6.5 mM cAMP response; Potency, µM (series often up to 154 µM), for inactives: at the highest dose activation, usual class: activators; 0.079% of 360,000 active; note: potency is the fitted concentration of half-maximal effect; nearly all actives have a fitted effect of over 50% in size
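Fluorescence exchange assay: 100 nM EPAC2 with 250 nM RAP1B-BODIPY-GDP and 50 uM GDP; compounds tested as a concentration-titration series (qHTS). Loss of Rap1-bound BODIPY-GDP fluorescence read at 480/540 nm; data normalized to 6.5 mM cAMP.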
CCT chaperon mod: modulators of cytosolic chaperonin (CCT/TRiC) activity; purified chaperonin ATPase assay, HTRF ADP detection, 30 min; activity change, % (test concentration not listed), hits read low; 0.3% of 360,000 active; in the data active = activity change below about -30%; note: % is set by controls: 0 for no effect and ±100 for the full control effect
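Nucleotide hydrolysis assay: TRiC at 20–40 nM final (set by batch activity) with 10 uM ATP, 30 min at 37 °C, in presence of 76 uM compound. Detection by competitive ADP HTRF, 30 min ambient.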
PTHR1 ag: activates the human parathyroid hormone receptor PTHR1; Q03431; HEK293 GP2 PTHR1 cells, GloSensor cAMP luminescence, 1 h; Potency, µM (series often up to 115 µM), for the others: at the top dose activation, usual class: activators; 0.075% of 410,000 active; AID 743266; note: potency is the fitted concentration of half-maximal effect; nearly all actives have a fitted effect of over 55% in size; some results filed as inactive show a strong effect at the top dose; inactives centre near -15; many of its hits are not listed in these tables
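HEK-293-derived GP2 cells expressing PTHR1 and a GloSensor cAMP reporter, 3,000/well, plated overnight, given luciferin plus IBMX (each 0.5 mM as added) for 1 h at 37 °C, then compound for 1 h at 37 °C. Luminescence was read after 15 min at room temperature.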
pAkt inh: inhibitors of Akt phosphorylation | activity change, % for hits at 50 µM | 0.32% of 360,000 active | Neuro2A IGF-stimulated pAkt S473 HTRF, 20 min; active compounds read low; in the data active = activity change below about -80%; inconclusive = mostly about -51% to -80%; note: % is set by controls: 0 for no effect and ±100 for the full control effect
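Neuro2A cells (4,500/well, DMEM with 0.5% FBS) were treated with compound at a single 50 µM final concentration, stimulated with 6 nM IGF for 20 min at 37 °C, and lysed. Phospho-Akt Ser473 was read by HTRF as 665/615 ratio ×10^4.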
MmCpn inh: blocks the Methanococcus maripaludis chaperonin Mm-Cpn; Potency, µM (series often up to 76.9 µM), without a hit: top-dose activity, negative = inhibition, usual class: inhibitors; purified Mm-Cpn ATPase, ADP Transcreener TR-FRET; AID 504842; 0.031% of 330,000 active; note: potency is the fitted concentration of half-maximal effect; % is set by controls: 0 for no effect and ±100 for the full control effect; nearly all actives have a fitted effect of over 80% in size
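Eu-cryptate anti-ADP/ADP-d2 competition gives a ratio inversely related to ADP. Enzyme at 25 nM was pre-exposed to compound for 10 min, then given 10 uM ATP for 30 min, 37°C throughout.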
Numbers without * were called inactive; i = inactive; ? = inconclusive; / = no result given; & = joins results of further samples; [ ] = dose if it differs, or a comment. Unless noted, calls come from the whole dose curve; as a rule, active = well fitted curve in the direction sought with a large enough effect; inconclusive = small, poorly fitted or top-dose-only effect, or another doubt; inactive = no such curve, though single readings can be large; an effect the other way counts as inactive or inconclusive. These rows are one share of the data, so the mix of outcomes need not match the whole.

SMILES	EPAC2 antagonist	DRD3 antagonist	D3 ag	EPAC2 ag	CCT chaperon mod	PTHR1 ag	pAkt inh	MmCpn inh
COc1ccc(S(=O)(=O)Nc2ccccc2C(=O)OC2CCCN(C)C2)cc1OC (stereo not drawn)	-4%	-3	-7	8%	-0.4	i	i	0%
CC(C)(C)c1cnnn1-c1ccc(C=O)cc1	-1%	-13	-16	6%	-1.4	-15%[57.5 µM]	i	0%
COc1cc(OC)cc(C(=O)/C=C2\Sc3ccccc3N2C)c1	4%	-19	-2	9%	0.6	i	i	1%
O=C(Nc1cccc(Cl)c1)c1cnc[nH]1	8%	7	4&5	2%	-0.6	i	i	2%
CC(=O)Nc1sc(C)c(C)c1C(=O)OCCOc1ccccc1	?	7	15	-1%	-0.4	i	i	-1%
O=C(O)CCN1C(=O)c2ccc(NC(=O)CSCc3ccccc3)cc2C1=O	20%	1	-3	3%	-0.6	-12%	i	0%
O=C(CC[C@H]1O[C@@H](n2ccc(=O)[nH]c2=O)[C@H](O)[C@@H]1O)NCc1cccc2ccccc12	?	-12	1	-19%	0.4	41%	i	/
Clc1ccccc1Sc1ccc(-c2ccccn2)s1	-1%	-13	-9	13%	-1.0	i	i	?
Cc1nn(-c2ccccc2)c(Cl)c1/C=N/NC(=O)CCNc1n[nH]c(=O)[nH]c1=O	1%	15	5	3%	-1.1	i	i	1%
CCOC(=O)C1CCCN(C(=O)c2cc(Cl)ccc2Cl)C1 (stereo not drawn)	14%	6	9	-5%	-0.3	i	i	-3%
CC(=O)CSc1nnc(-c2ccc(S(=O)(=O)N3CCC(C)CC3)cc2)o1	7%	-21	-3	-14%	-0.1	i	i	/
COc1ccc(Cl)cc1S(=O)(=O)N1CCCC1=O	2%	2	0	-2%	-2.9	i	i	0%
Cc1ccc(N/N=C/C=C/c2ccco2)cc1	-1%	16	4	19%	0.9	i	i	/
COc1ccc(NC(=O)Cc2nnc(SCC(=O)NC3CCCCC3)n2C)cc1	4%	-8	-7	2%	0.9	i	i	-3%
COC(=O)CN1C(=S)N(Cc2ccccc2)C(=O)C1CC(=O)Nc1ccc(Br)cc1 (stereo not drawn)	5%	?	9	-13%[15.6 µM]	-0.8	-20%[57.5 µM]	/	2%
Cc1ccc(C)c(S(=O)(=O)NCc2ccc(C(=O)N3CC(C)OC(C)C3)cc2)c1 (stereo not drawn)	-2%	10	-2	-10%	-0.1	-11%[57.5 µM]	i	3%
O=S(=O)(NCCc1ccccc1)c1cccc(S(=O)(=O)N2CCOCC2)c1	-8%	-5	-4	6%	-2.4	-24%	i	0%
C[C@@H]1CCC(=O)N(CC[C@H](Sc2ccccc2)c2ccccc2)CC1	?	6	-8	7%	0.9	i	i	-1%
ON=C1c2ccccc2-c2ccc(O)cc21	-3%	-7	2	1%	0.2	-11%	i	/
OC(Cc1ccccc1Br)c1ncc(-c2cccc(C(F)(F)F)c2)[nH]1 (stereo not drawn)	?	19	3	1%	-0.8	-47%[inhibitor]	i	/
CCCC(=O)N(c1ccccc1)C1C=CS(=O)(=O)C1 (stereo not drawn)	23%	-8	6	8%	2.3	-42%[inhibitor]	i	0%
Cc1snc(S(=O)(=O)/C(C#N)=N\Nc2ccccc2)c1C#N	21%	-18	-1	7%	2.5	-2%[57.5 µM]	i	/
N#Cc1ccc(-c2ccc(OCC(O)CN3CCOCC3)cc2)cc1 (stereo not drawn)	7%	2	1	3%	-2.4	-22%	i	-5%
CC1CCN(C(=O)c2cc(-c3ccc(Cl)c(Cl)c3)on2)CC1	0%	-20	-25	2%	-3.8	i	i	1%
Cc1cc(C)n2nc(SCC(=O)c3cc(C)n(-c4cc(C)on4)c3C)nc2n1	-1%	17	4	6%	-4.1	i	i	-1%
Cc1nc(-c2ccc(C(=O)Nc3ccccc3F)cc2)cs1	5%	-1	1	0%	-2.4	-30%	i	-25%
Cc1ccc2[nH]c(=O)c(CN(CC3CCCO3)C(=S)Nc3ccccc3)cc2c1 (stereo not drawn)	-12%	-22	3	-1%	-2.8	i	i	-3%
CCOc1ccc(/C=C2/Sc3ccc(C(=O)N4CCOCC4)cc3N(C)C2=O)cc1OC	-14%	0	16	-4%	0.5	-23%	i	0%
CC1(C(=O)NC2CCCCCCC2)CCC(=O)N1Cc1cccnc1 (stereo not drawn)	10%	-12	-6	2%	0.3	-8%[57.5 µM]	i	2%
Cc1cc(NC(=O)COc2c(C)cccc2C)no1	-5%	-11	3	-3%	-0.7	-6%	i	-1%
COCCNC(=O)CCc1ccc(S(=O)(=O)Nc2ccc(C)cc2)cc1	-6%	-26	-21	7%	-1.7	i	i	-1%
COC(c1ccccc1)c1nnc(CCC(=O)N(C)Cc2cccc(-n3cccn3)c2)o1 (stereo not drawn)	-5%	-2	2	3%	-2.5	-28%	i	-5%
Cc1ccccc1OCC(=O)OCC(=O)Nc1cc(C(F)(F)F)ccc1N1CCOCC1	-19%	4	-1	9%	-0.6	-21%	i	1%
CC(C)=C1CCC(C)CC1=NNC(N)=S (stereo not drawn)	9%	?	-11	6%	1.9	-20%	i	/
COC(=O)N/N=C(\C)c1ccc(OC(F)F)cc1	0%	-4	-3	7%	-6.8	-3%	i	-9%
O=C(NCCn1cccc1)c1cccc2ccccc12	-7%	8	1	10%	-1.2	-29%[57.5 µM]	i	0%
Cc1nc(NCCOc2ccccc2)sc1C(=O)Nc1ccccc1	3%	10	-1	4%	-3.2	-21%	i	-4%
Cc1ccc(C(=O)c2c[nH]c(C(=O)NCCCN3CCOCC3)c2)cc1	6%	-28	-21	-6%	-2.3	i	i	0%
O=c1c2ccccc2oc2cc(-c3ccc4cc[nH]c4c3)ccc12	?	-19	-3	9%	-44*	-12%	i	2%
O=C(NNC(=O)c1ccccc1-n1cccc1)c1cncc(Br)c1	4%	0	-7	12%	-0.4	-12%	i	-1%
O=C(O)c1ccc(-c2ccc(Cl)cc2Cl)o1	0%[57.1 µM]	0	0	8%	-1.6	-14%[57.5 µM]	i	0%
CC1(C(=O)NCCC(F)(F)F)Cc2c(-c3cccc(C(N)=O)c3)ccnc2O1 (stereo not drawn)	16%	-59*	-4	3%	-2.5	28%	i	/
c1ccc(-n2c(-c3ccco3)nnc2-c2ccco2)cc1	9%	9	1	9%	-0.8	2%[57.5 µM]	i	0%
COC(=O)C(Cc1ccc(OC(=O)c2ccc(C(F)(F)F)cc2)cc1)N1Cc2ccccc2C1=O (stereo not drawn)	-11%	-4	0	-7%	0.9	-11%	i	0%
COc1ccc2cc(C3=CC(=O)C[C@H](c4ccc5c(c4)OCO5)C3)ccc2c1	2%	6	39*	9%	0.1	i	i	-6%
COc1ccc(S(=O)(=O)NC(CC(=O)N2CCc3ccccc32)c2ccco2)cc1 (stereo not drawn)	4%	-7	-2	8%	-4.1	-4%	i	2%
O=C(O)c1ccc(CSc2nc3ccccc3c(=O)n2-c2ccccc2)cc1	7%	15	8	-1%	-5.7	-40%[inhibitor]	i	1%
N#Cc1ccc(Cl)cc1NC(=O)CNc1cccc(S(=O)(=O)N2CCCC2)c1	6%	4	-15	8%	-1.2	-28%	i	1%
CC(C)Cc1nc2oc3c(Cl)ncnc3c2c2c1CCC2	-10%	-6	0	-11%	-1.0	-34%[inhibitor]	i	-1%
C=CCCCCCCCCC(=O)NNC1CC(=O)N(c2ccccc2)C1=O (stereo not drawn)	-13%	14	8	-8%	0.0	i	i	-1%

Further records:
SMILES	EPAC2 antagonist	DRD3 antagonist	D3 ag	EPAC2 ag	CCT chaperon mod	PTHR1 ag	pAkt inh	MmCpn inh
Cc1ccc(C)c(-n2cc(CNCCCn3cccn3)c(-c3ccccc3)n2)c1	-4%	-20	-18	5%	0.2	i	i	-1%
CCOC(=O)/C(C#N)=C/c1ccc(SC)cc1	-6%	-17	-7	3%	-3.6	-13%	i	0%
CSc1nsc(SCC(=O)Nc2ccc(Br)cn2)n1	4%	-3	-12	-5%	2.5	-3%	i	-1%
O=C(CCNC(=O)C1CCN(S(=O)(=O)c2ccc(F)cc2)CC1)NC1CC1	9%	-27	-7	-4%	1.0	i	i	2%
CC(C)(C)C(=O)N1CCN(C(=O)c2ccco2)CC1	19%	4	-2	10%	0.8	0%	i	-1%
COc1cccc(CNc2nc3ccc(NC(C)=O)cc3s2)c1	-29%	-17	12	-3%	4.3	i	i	/
Cc1onc(-c2c(F)cccc2Cl)c1C(=O)Nc1c(C)n(C)n(-c2ccccc2)c1=O	6%	8	3	7%	-6.1	-14%[57.5 µM]	i	2%
Cc1cc(C(=O)N2CCCC(CCC(=O)N3CCN(c4ccccn4)CC3)C2)c(C)o1 (stereo not drawn)	9%	-1	-5	-3%	-1.6	-5%	i	1%

As entered above.
Reading for O=C(CCNC(=O)C1CCN(S(=O)(=O)c2ccc(F)cc2)CC1)NC1CC1 in MmCpn inh: 2%
Reading for CC(C)(C)C(=O)N1CCN(C(=O)c2ccco2)CC1 in EPAC2 ag: 10%

A second format for part of the listing above.
The line under a structure holds: EPAC2 antagonist, DRD3 antagonist, D3 ag, EPAC2 ag, CCT chaperon mod, PTHR1 ag, pAkt inh, MmCpn inh
- CCOC(=O)/C(C#N)=C/c1ccc(SC)cc1
  -6%, -17, -7, 3%, -3.6, -13%, i, 0%
- CSc1nsc(SCC(=O)Nc2ccc(Br)cn2)n1
  4%, -3, -12, -5%, 2.5, -3%, i, -1%
- Cc1onc(-c2c(F)cccc2Cl)c1C(=O)Nc1c(C)n(C)n(-c2ccccc2)c1=O
  6%, 8, 3, 7%, -6.1, -14%[57.5 µM], i, 2%
- Cc1ccc(C)c(-n2cc(CNCCCn3cccn3)c(-c3ccccc3)n2)c1
  -4%, -20, -18, 5%, 0.2, i, i, -1%
- COc1cccc(CNc2nc3ccc(NC(C)=O)cc3s2)c1
  -29%, -17, 12, -3%, 4.3, i, i, /
- CC(C)(C)C(=O)N1CCN(C(=O)c2ccco2)CC1
  19%, 4, -2, 10%, 0.8, 0%, i, -1%

Compound activity deposited in PubChem BioAssay by National Center for Advancing Translational Sciences (NCATS).
